GCN5L2 inh – blocks human GCN5L2 histone acetyltransferase | Q92830 | GCN5L2 HAT assay, ThioGlo1 CoA-SH fluorescence | Potency, µM (doses to about 58.9 µM), for the others: at the top dose activity change, negative = inhibition, hits mostly inhibitors | 390,000 compounds, 0.21% hits
Target sequence (Q92830 whole entry, looked up): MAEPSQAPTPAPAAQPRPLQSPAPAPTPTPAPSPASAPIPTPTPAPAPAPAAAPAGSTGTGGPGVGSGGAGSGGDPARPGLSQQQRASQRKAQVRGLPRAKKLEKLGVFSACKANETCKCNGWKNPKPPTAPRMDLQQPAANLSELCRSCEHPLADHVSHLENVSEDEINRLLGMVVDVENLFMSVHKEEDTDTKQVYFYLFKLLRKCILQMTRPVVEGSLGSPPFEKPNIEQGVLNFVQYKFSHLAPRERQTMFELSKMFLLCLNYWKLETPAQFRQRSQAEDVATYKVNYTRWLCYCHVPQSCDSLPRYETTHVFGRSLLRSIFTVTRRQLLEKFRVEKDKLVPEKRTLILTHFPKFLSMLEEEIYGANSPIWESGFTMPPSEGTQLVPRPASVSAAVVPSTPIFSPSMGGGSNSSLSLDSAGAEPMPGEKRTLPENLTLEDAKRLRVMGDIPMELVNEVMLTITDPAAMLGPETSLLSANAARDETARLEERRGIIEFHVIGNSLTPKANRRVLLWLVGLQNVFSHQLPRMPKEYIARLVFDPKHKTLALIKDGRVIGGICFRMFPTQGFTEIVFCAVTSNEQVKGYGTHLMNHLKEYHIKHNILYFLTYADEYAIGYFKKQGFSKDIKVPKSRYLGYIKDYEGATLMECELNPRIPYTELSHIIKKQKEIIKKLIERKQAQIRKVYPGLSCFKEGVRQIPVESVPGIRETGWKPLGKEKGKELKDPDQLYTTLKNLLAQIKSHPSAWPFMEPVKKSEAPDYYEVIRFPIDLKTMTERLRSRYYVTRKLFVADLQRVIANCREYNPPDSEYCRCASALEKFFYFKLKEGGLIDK
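Titration-based screen in which CoA formation is detected via maleimide probe ThioGlo1 (50uM) turning fluorescent on thiol reaction; substrates H3(1-25) 75uM and acetyl-CoA 70uM, GCN5L2 20nM, 20 min incubation at room temperature.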
TDP1 cell CPT – growth inhibition of DT40 Tdp1-/-;hTDP1 cells with camptothecin (screen for TDP1 inhibitors); chicken DT40 Tdp1-/-;hTDP1 cells + 20 nM CPT, ATP luminescence, 48 h; Potency, µM (titrated, usually from 46.2 µM), for the others: at the highest dose activity change, negative = growth inhibition, hits mostly inhibitors; 420,000 compounds, 12% hits; also: nearly all actives have a fitted effect of over 55% in size
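Cell growth measured by CellTiter-Glo luminescence after a minimum 48 h, 37 C compound exposure with 20 nM CPT in Tdp1-knockout DT40 cells stably expressing hTDP1, seeded 400/well; qHTS titration format.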
TDP1 cell noCPT – qHTS for Inhibitors of human tyrosyl-DNA phosphodiesterase 1 (TDP1): qHTS in cells in absence of CPT | Potency, µM (doses to about 46.2 µM), for the others: at the highest dose activity change, negative = growth inhibition, most hits filed as inhibitors | AID 686978, 2013 | 420,000 compounds, 15% hits | DT40 Tdp1-/- hTDP1 cells, no CPT, ATP luminescence, 48 h; also: nearly all actives have a fitted effect of over 55% in size
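Luminescent ATP content (CellTiter-Glo) served as the growth readout. Knockout chicken DT40 cells expressing human TDP1 were exposed to compounds without camptothecin for a minimum 48 hr at 37 °C.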
The depositor's hits bear a star; ? = inconclusive; / = not tested or not shown; & = joins results of further samples; [ ] = another dose, or the depositor's remark. Calls follow the shape of the dose curve; as a rule, active = well fitted curve in the direction sought with a large enough effect; inconclusive = small, poorly fitted or top-dose-only effect, or another doubt; inactive = no such curve, though single readings can be large; an effect the other way counts as inactive or inconclusive. % is scaled to controls: 0 for no effect and ±100 for the full control effect; potency is read from the fitted curve at half-maximal effect.

Order of values: GCN5L2 inh	TDP1 cell CPT	TDP1 cell noCPT
Cc1[nH]c2ccccc2c1/C=N/NC(=O)CNC(=O)COc1ccccc1
 : 0%	6%	-7%
NC(=O)c1ccc(NC(=O)COC(=O)/C=C/c2cn(-c3ccccc3)nc2-c2cccnc2)cc1
 : -3%	-3%	?
COc1cccc(NC(=O)NCc2ccc3c(c2)CCN3C(=O)c2ccccc2)c1
 : -2%	?	?
CCOc1ccc(Sc2cc(C(=O)NCCc3ccccc3)c3ccccc3n2)cc1
 : -6%	-15%	-28%
COC(=O)Cc1csc(Nc2ccccc2)n1
 : -3%	0%	2%
C[C@H](CCCC/C=C/C(=O)O)O[C@@H]1O[C@@H](C)[C@H](O)C[C@H]1O
 : ?	-3%	1%
Cc1ccc(CC(=O)N2CCN(c3ccc([N+](=O)[O-])cc3)CC2)cc1
 : -10%	?	7.3µM*
CCOC(=O)CN(Cc1ccccc1)C(C(=O)NC1CCCCC1)c1ccc(OC)cc1 (centres undefined)
 : 0%	?	?
COc1ccccc1N1CCN(C2CCCN(C(=O)C3=NN(C)C(=O)CC3)C2)CC1 (centres undefined)
 : -1%	-2%	6%
CC(C)N(NC(=O)c1cccc2ccccc12)C(C)C
 : -4%	5%	10%
CCc1ccccc1NC(=O)c1ccc2nc(CCc3ccccc3)oc2c1
 : 16%	?	?
c1ccc(N2[C@@H]3c4ccccc4C[C@H]2c2ccccc23)cc1
 : /	20%	-21%
O=C(CSc1ncn[nH]1)Nc1ccc(S(=O)(=O)N2CCCC2)cc1
 : -6%[0.501 µM]	3%	4%
CN1C(=O)c2ccc(NC(=O)C3CCCCC3)cc2C1=O
 : -4%	0%	3%
O=C(O/N=C\c1ccc(N2CCCCC2)c([N+](=O)[O-])c1)c1c(F)cccc1F
 : -3%	?	?
COc1ccc(OC)c(NC(=O)CN(c2ccc(C)cc2)S(=O)(=O)c2c(C)noc2C)c1
 : -20%	?	?
CCOC(=O)c1c(NC(=O)CNCC(O)CO)sc(C)c1C (centres undefined)
 : -4%	-15%	-22%
C=C(C)CNC(=S)NNC(=O)CCn1c2cc(Cl)ccc2c2ccc(Cl)cc21
 : -5%	-31%	?
Cc1cccc(C(=O)Nc2nnc(SCC(=O)NCc3ccco3)s2)c1
 : /	-10%	0%
CCC1(CC)NC(=O)N(CC(=O)OCC(=O)Nc2ccc(C(F)(F)F)cc2)C1=O
 : -1%	-5%	-10%

Following part:
Order of values: GCN5L2 inh	TDP1 cell CPT	TDP1 cell noCPT
CC(=O)c1sc(NCc2ccc(C)cc2)nc1C
 : 0%	-15%	-16%
Cc1cc(C)cc(NC(=O)CN(C)S(=O)(=O)c2ccc3[nH]c4c(c3c2)CCCC4)c1
 : -14%	?	?
Cc1cccc2sc(N(CCCN(C)C)C(=O)c3sc4ccccc4c3Cl)nc12
 : 3%	16µM*	23µM*
CCCS(=O)(=O)c1cnc(C2COc3ccccc3O2)nc1N (centres undefined)
 : 10%	?	16µM*
CSc1nc2c(c(=O)[nH]1)C(c1ccc(Br)cc1)CC(=O)N2 (centres undefined)
 : -2%	?	-2%
COc1ccc(N2CCN(C(=O)Cn3nnc(-c4ccc(OC)c(OC)c4)n3)CC2)cc1
 : -4%	-13%	-11%
COc1ccc(CN2CCC(c3nc4ccc(Cl)cc4[nH]3)CC2)cc1
 : -14%	?	21µM*
CCOc1cc(C2NC(=O)c3ccccc3O2)ccc1OC(C)C (centres undefined)
 : -11%	3%	-2%
CCN1CCN(CC(=O)Nc2cc(S(=O)(=O)N3CCCCC3)ccc2Cl)CC1
 : -1%	-25%	-10%
CCOc1cccc(CNCCO)c1OCc1ccc(Cl)cc1Cl
 : -2%	16µM*	16µM*
CCN1C(=NCC(C)C)N[C@@H](CCc2ccccc2)[C@H](C(=O)NCC(C)C)[C@H]1C
 : -1%&-1%	13µM*	13µM*
CC(C)(C)c1ccc(/C=C2\Oc3c(ccc(O)c3CN3CCN(CCO)CC3)C2=O)cc1
 : -5%	-18%	-24%
COc1ccc(NC(=O)Cn2c(=O)cc(C)c3c(C)nn(C)c32)cc1
 : -4%	?	3.3µM*
CCC(CC)CN1CCC(CN2C(=S)NC[C@@H]2CC(C)C)CC1
 : /	?	-19%
CN(CC(=O)NC1CCCCC1)S(=O)(=O)c1cccc2nsnc12
 : -19%	-7%	-11%
COc1cc(Cl)c(CN2CCCC(CO)(Cc3cccc(Cl)c3)C2)cc1OC (centres undefined)
 : -7%	18µM*	?
CCOC(=O)c1cnc2c(ccc3ccccc32)c1NCCN(C)C
 : -1%	?	?
COc1ccc(/C=N/NC(=O)CSc2ccccn2)cc1OC
 : -2%	12%	6%
CCN(CC)S(=O)(=O)c1cccc(C(=O)N/N=C2\CC(=O)CC(C)(C)C2)c1
 : -3%	5%	9%
CN(C1CC(C)(C)N(O)C(C)(C)C1)S(=O)(=O)CC12CCC(CC1=O)C2(C)C (centres undefined)
 : 14%	0%	-9%

Following part:
Order of values: GCN5L2 inh	TDP1 cell CPT	TDP1 cell noCPT
CC(C)(CN1CCN(Cc2ccccc2)CC1)NS(=O)(=O)c1ccccc1
 : -1%	?	?
Cc1ccc(-c2cc(C(=O)NCC3CCCO3)c3ccccc3n2)cc1C (centres undefined)
 : -10%	11%	5%
COc1ccccc1N1CCN(C(=O)c2oc3c(c2C)C(=O)CC(C)(C)C3)CC1
 : -4%	15µM*	6.5µM*
Nc1nonc1-n1nnc(C(=O)N/N=C/c2cccc(Cl)c2Cl)c1CN1CCCC1
 : -2%	8.2µM*	15µM*
C=CCNS(=O)(=O)c1sccc1/C=N/O
 : -1%	-25%	-12%
Cc1ccc2nc(Cl)cc(=O)n2c1
 : /	4%	2%
O=C(COC(=O)c1ccccc1OCC(=O)Nc1ccc(Br)cc1)Nc1ccccc1
 : -2%	?	?
S=C(NCc1ccco1)N1CCN(C/C=C/c2ccccc2)CC1
 : -19%	-27%	?
O=C(c1ccc(N2CCOCC2)c([N+](=O)[O-])c1)N1CCN(c2ccccc2)CC1
 : /	?	?
CCCNS(=O)(=O)c1ccc2c(c1)n(C)c(=O)n2C
 : -3%	-11%	-22%
COc1cc(NC(=O)CCc2ccccc2)c(C(=O)O)cc1OC
 : -4%	13%	-7%
O=C1c2ccccc2S(=O)(=O)c2cc(N3CCOCC3)ccc21
 : /	12µM*	21µM*
Cc1cc(C)nc(NC(=O)c2cccc([N+](=O)[O-])c2)c1
 : -3%	1%	-72%
CCOc1ccc(N2C(=O)C(=O)/C(=C(/O)c3ccccc3)C2c2ccccc2[N+](=O)[O-])cc1 (centres undefined)
 : -24%	16%	-16%
COc1cc(SC)ccc1C(=O)N(CC(=O)Nc1ccccc1Br)Cc1ccco1
 : 0%	?	?
Cc1cccc(C(=O)N2CCCC(N3CCN(c4ccccc4F)CC3)C2)n1 (centres undefined)
 : -11%	-21%	-18%
Cc1cccc(N2CCN(C(=O)CCn3c(=O)[nH]c4ccsc4c3=O)CC2C)c1 (centres undefined)
 : -3%	?	10µM*
Cc1ccc(CNC(=O)CSCc2nc(-c3ccc(Cl)cc3)oc2C)cc1
 : -2%	-81%	?
O=C(O)CCCCCNCc1c(Cl)cccc1Cl
 : -30%	-9%	21%
COc1cccc(OC)c1Nc1nc(C)nc2c1nnn2Cc1ccccc1Cl
 : -5%	0%	-3%

Part of the list above in order of number of heavy atoms, highest first:
Order of values: GCN5L2 inh	TDP1 cell CPT	TDP1 cell noCPT
CCOc1ccc(N2C(=O)C(=O)/C(=C(/O)c3ccccc3)C2c2ccccc2[N+](=O)[O-])cc1 (centres undefined)
 : -24%	16%	-16%
COc1ccc(OC)c(NC(=O)CN(c2ccc(C)cc2)S(=O)(=O)c2c(C)noc2C)c1
 : -20%	?	?
COc1ccccc1N1CCN(C2CCCN(C(=O)C3=NN(C)C(=O)CC3)C2)CC1 (centres undefined)
 : -1%	-2%	6%
O=C(c1ccc(N2CCOCC2)c([N+](=O)[O-])c1)N1CCN(c2ccccc2)CC1
 : /	?	?
COc1cc(Cl)c(CN2CCCC(CO)(Cc3cccc(Cl)c3)C2)cc1OC (centres undefined)
 : -7%	18µM*	?
Cc1[nH]c2ccccc2c1/C=N/NC(=O)CNC(=O)COc1ccccc1
 : 0%	6%	-7%
CCOC(=O)c1cnc2c(ccc3ccccc32)c1NCCN(C)C
 : -1%	?	?
CCOc1cccc(CNCCO)c1OCc1ccc(Cl)cc1Cl
 : -2%	16µM*	16µM*
CCCS(=O)(=O)c1cnc(C2COc3ccccc3O2)nc1N (centres undefined)
 : 10%	?	16µM*
CCOC(=O)c1c(NC(=O)CNCC(O)CO)sc(C)c1C (centres undefined)
 : -4%	-15%	-22%
CC(C)N(NC(=O)c1cccc2ccccc12)C(C)C
 : -4%	5%	10%
O=C(O)CCCCCNCc1c(Cl)cccc1Cl
 : -30%	-9%	21%
COC(=O)Cc1csc(Nc2ccccc2)n1
 : -3%	0%	2%

Remaining list, next part.
Order of values: GCN5L2 inh	TDP1 cell CPT	TDP1 cell noCPT
CNC(=O)/C(C#N)=C/c1cccc(Oc2ccccc2)c1
 : -2%	26µM*	23µM*
COc1ccccc1-c1ccc2c(c1)C(C)(Cc1ccc(Cl)c(Cl)c1)C(=O)N2 (centres undefined)
 : /	21µM*	?
COC(=O)c1cc(CNC(=O)c2cccc(C)c2)cc(NC(=O)c2ccncc2)c1
 : /	2%[9.04 µM]	-9%
COc1ccc(Cc2nnc(N/N=C/c3ccc(C)o3)[nH]c2=O)cc1
 : -2%	2%	-3%
CCOc1ccccc1NC(=O)c1cc2ccc3cccnc3c2[nH]1
 : 6%	17%	-20%
CCc1cc(=O)oc2c(C)c(OC(C)C(=O)N3CCC[C@@H]3C(=O)O)ccc12 (some centres undefined)
 : -3%	24%	0%
COc1ccc(OC)c(Nc2nc(-c3cccc([N+](=O)[O-])c3)nc3ccccc23)c1
 : -8%	0%	-1%
O=C(COc1cccnc1[N+](=O)[O-])Nc1ccc(Cl)cc1F
 : -4%	32%[activator]	-10%
Cc1ccc(Nc2c(-c3cccnc3)nc3ccc(C)cn23)cc1
 : -10%	?	?
CCCCOc1ccc(Cn2c(=O)oc3ccc(C)cc32)cc1
 : -12%	?	?
O=C(Nc1ccccc1Cl)Oc1ccc(Cl)cc1Cl
 : 2%	3%	5%
COc1cccc(/C=N/NC(=O)CN2C(=O)NC3NC(=O)NC32)c1 (centres undefined)
 : -3%	1%	-7%
Cc1cccc(C)c1NC(=O)Nc1ccc(S(N)(=O)=O)cc1
 : -4%	2%	4%
CC(=O)NC(Cc1c[nH]c2ccccc12)C(=O)N/N=C/c1ccccc1 (centres undefined)
 : -5%	-7%	16%
COC(=O)c1cc(C(=O)N(Cc2ccccc2)c2ccccn2)cc([N+](=O)[O-])c1
 : -3%	1%	-2%
COCCn1c(SCC(=O)Nc2cc(C)on2)nnc1-c1ccccc1
 : -3%	-12%	-14%
O=C1CCCC2=C1C(c1cn(-c3ccccc3)nc1-c1cccs1)c1c([nH]c(=O)[nH]c1=O)N2 (centres undefined)
 : -7%	4%	2%
CCCN=C1NC(=O)C(CC(=O)NCCc2ccccc2)S1 (centres undefined)
 : 0%	15%	-3%
O=[N+]([O-])c1ccc(COc2ccc(CN3CCOCC3)cc2)cc1
 : /	?	23µM*
COc1ccc(/C=C(/NC(=O)c2ccc(C)cc2)c2nc3ccccc3[nH]2)cc1OC
 : -5%	?	?

Reformatted as tab-separated lines: 2 of the compounds above
SMILES	GCN5L2 inh	TDP1 cell CPT	TDP1 cell noCPT
CCOc1ccccc1NC(=O)c1cc2ccc3cccnc3c2[nH]1	6%	17%	-20%
CCc1cc(=O)oc2c(C)c(OC(C)C(=O)N3CCC[C@@H]3C(=O)O)ccc12 (some centres undefined)	-3%	24%	0%

Following part:
Order of values: GCN5L2 inh	TDP1 cell CPT	TDP1 cell noCPT
COc1ccc(N(CC(=O)NCc2ccco2)C(=O)CCC(=O)Nc2nccs2)cc1
 : -4%	7%	-8%
Cc1nc2ccc(F)cc2cc1C(=O)NCc1ccco1
 : 0%	-25%	-22%
Cc1ccc(C(=O)Nc2cccc(-c3ccc(N4CCOCC4)nn3)c2)cc1C
 : -29%	?	?
O=C(O)c1ccc(NC(=S)Nc2ccc(S(=O)(=O)Nc3ccccn3)cc2)cc1
 : /	6%	0%
Cc1ccc(-c2noc(-c3nnn(-c4ccc(Br)cc4F)c3C)n2)cc1
 : -19%	?	-28%
COCc1cc(=O)n2c([nH]c3ccccc32)c1C#N
 : ?	-20%	?
CCOc1ccccc1NC(=O)c1nn(C)c2c1CSc1ccccc1-2
 : -10%	?	18µM*
O=C(N/N=C1\C2CN3CCN(C2)CC1(c1ccccc1)C3)Nc1ccccc1
 : -7%	1%	-18%
CCc1ccc(CNC(=O)CCc2cn(C)c3ccccc23)cc1
 : -23%	?	-28%
